Screening data deposited in PubChem BioAssay by National Center for Advancing Translational Sciences (NCATS).
S2 tox: reduces viability in counter-screen for ATXN expression inhibitors. S2 cells (HEK-293 line with an ATXN2-luciferase reporter) viability, CellTiter-Fluor protease fluorescence, 24 h. Potency, µM (titrated, usually from 56.7 µM), actives largely listed as cytotoxic. 0.49% of 400,000 active; further: potency means the concentration at half of the fitted maximal effect; nearly all actives have a fitted effect of over 40% in size
CCT chaperon mod: modulators of cytosolic chaperonin (CCT/TRiC) activity. purified chaperonin ATPase assay, HTRF ADP detection, 30 min. activity change, % (no concentration beside the values), hits read low. 0.3% of 360,000 active. AID 651819; in the data active means activity change below about -30%; further: on the % scale 0 is the no-effect control and ±100 the full control effect
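Enzyme 40 or 20 nM (batch-dependent) in Tris pH 7.4/KCl/MgCl2/DTT; cpd 76 uM single point; ATP 10 uM; 30 min 37 °C; Transcreener ADP HTRF detection, 30 min RT; ratio 665/615.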
HepG2 tox: counter-screen for TGF-b inhibitors: cytotoxicity in HepG2 cells; Potency, µM (highest dose often 46.1 µM), for the others: at the top dose activity change, negative = cytotoxicity, actives largely listed as cytotoxic; 0.76% of 410,000 active; HepG2 CAGA-GFP viability, ATP luminescence, 18 h; further: potency means the concentration at half of the fitted maximal effect; some results filed as inactive show a strong effect at the top dose
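HepG2 CAGA-GFP cells (1000/well, DMEM with 1% FBS) received compound, then TGF-beta at 500 pg/mL final, and were incubated 18 hours at 37 degrees C. Viability was read by CellTiter-Glo luminescence. Media-only wells were set as complete cell-killing and DMSO as no toxicity.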
Nrf2 block: inhibitors of Nrf2 signaling; A549 ARE-Fluc reporter, luciferase luminescence, 18-24 h; 2.1% of 360,000 active; Potency, µM (doses to about 46 µM), for the others: at the highest dose activity change, negative = inhibition, most hits filed as inhibitors; AID 504444; further: potency means the concentration at half of the fitted maximal effect; on the % scale 0 is the no-effect control and ±100 the full control effect; nearly all actives have a fitted effect of over 60% in size
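Nrf2 function is reported as luminescence of an ARE-controlled luciferase in A549 cells. Compounds were tested at several concentrations, and a CellTiter-Fluor read on the same wells flagged cytotoxicity.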
Nrf2 activator: activates Nrf2 signaling. Potency, µM (titrated, usually from 46.1 µM), without a hit: at the highest dose activation, actives largely listed as activators. 0.31% of 410,000 active. AID 624171. AREc32 ARE-luciferase reporter (MCF7-derived line), luminescence, 24 h; further: potency means the concentration at half of the fitted maximal effect; % of control where 0% means no effect; nearly all actives have a fitted effect of over 65% in size
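ARE activation measured as luciferase luminescence (Steady-Glo, 30 min RT) in AREc32_Fluc cells after 24 hr compound exposure at 37 deg C, 5% CO2; cells seeded overnight at 1000/well in OPTI-MEM, 5% FBS.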
TGFb inhibitor: TGF-b pathway inhibition; HepG2 CAGA-GFP TGF-b/SMAD3 reporter, GFP fluorescence, 18 h; TGF-beta stimulated, 500 pg/mL final; Potency, µM (doses to about 46.1 µM), without a hit: at the top dose activity, negative = inhibition, actives largely listed as inhibitors; 1.2% of 410,000 active; AID 588855; further: potency means the concentration at half of the fitted maximal effect; on the % scale 0 is the no-effect control and ±100 the full control effect; nearly all actives have a fitted effect of over 65% in size
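TGF-beta reporter screen: HEPG2 CAGA-GFP, 1% FBS, 500 pg/mL TGF-beta final, 18 h; per-cell GFP summed per well; curves fitted and categorized by class.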
Akt phos inh: Akt phosphorylation inhibition; activity change, % for hits at 50 µM; 0.32% of 360,000 active; Neuro2A IGF-stimulated pAkt S473 HTRF, 20 min; active compounds read low; AID 651550; in the data active means activity change below about -80%; inconclusive means mostly about -51% to -80%; further: on the % scale 0 is the no-effect control and ±100 the full control effect
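Neuro2A cells in DMEM with 0.5% FBS, overnight at 37 deg C, given compound at single 50 µM final, then IGF (6 nM final) for 20 min at 37 deg C. Lysed; phospho-Akt Ser473 by HTRF after 24 h, 665/615 ratio.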
A549 tox: kills or reduces viability of A549 cells in Nrf2 counter-screen. A549 ARE-Fluc cells, CellTiter-Fluor viability, 18-24 h. Potency, µM (series often up to 46 µM), for inactives: top-dose activity change, negative = cytotoxicity, hits mostly inhibitors. 0.16% of 390,000 active. AID 504648; further: potency means the concentration at half of the fitted maximal effect; on the % scale 0 is the no-effect control and ±100 the full control effect
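Cytotoxicity counterscreen: CellTiter-Fluor fluorescence was measured in A549 ARE_Fluc cells after 18-24 h of compound exposure in a concentration series. The subsequent BugLite luminescent read reports ARE-luciferase activity.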
MmCpn inh: blocks the Methanococcus maripaludis chaperonin Mm-Cpn; purified Mm-Cpn ATPase, ADP Transcreener TR-FRET; Potency, µM (doses to about 76.9 µM), for the others: at the top dose activity, negative = inhibition, actives largely listed as inhibitors; 0.031% of 330,000 active; further: potency means the concentration at half of the fitted maximal effect; on the % scale 0 is the no-effect control and ±100 the full control effect; nearly all actives have a fitted effect of over 80% in size
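Purified archaeal Mm-CPN (25nM final) preincubated 10 min at 37degC with compound, then 10uM ATP for 30 min at 37degC; ADP measured by HTRF Transcreener TR-FRET; buffer 30 mM TRIS pH 7.4, 100mM KCl, 5mM MgCl2, 1mM DTT.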
* = called active by the depositor; & = joins results of further samples; [ ] = dose if it differs, or a comment. Unless noted, the call rests on the fitted dose curve; in most records, active means well fitted curve in the direction sought with a large enough effect; inconclusive means small, poorly fitted or top-dose-only effect, or another doubt; inactive means no such curve, though single readings can be large; an effect the other way counts as inactive or inconclusive. No enrichment for hits; about 4.4% have a hit in one of these screens.

For O=C(CN1CCC(n2cnc3cc(F)ccc32)CC1)Nc1ccccc1Br the results were S2 tox inconclusive, CCT chaperon mod -1.3, HepG2 tox -33%, Nrf2 block -26%, Nrf2 activator 0.4%, TGFb inhibitor -8%, Akt phos inh inactive, A549 tox inconclusive and MmCpn inh -1%.
For Cc1cc(C(=O)OCC(=O)N2CCOCC2)c2ccccc2n1 the results were S2 tox inactive, CCT chaperon mod 2.5, HepG2 tox -3%, Nrf2 block 22%, Nrf2 activator -0.6%, TGFb inhibitor -13%, Akt phos inh inactive, A549 tox -5% and MmCpn inh -1%.
`COCCSc1nnc(NC(=O)COc2ccc3c(c2)OCO3)s1` gave S2 tox inactive, CCT chaperon mod -0.8, HepG2 tox 14%, Nrf2 block 4%, Nrf2 activator -0.4%, TGFb inhibitor 0%, Akt phos inh inactive, A549 tox -5% and MmCpn inh -2%.
COc1cc2c(cc1OC)C(c1ccc(Cl)cc1)N(c1cccc(C#N)c1)C(=O)C2 (configuration not stated) was read as S2 tox inactive, HepG2 tox -22%, Nrf2 block inconclusive, Nrf2 activator 1.6%, TGFb inhibitor 3% and A549 tox -13%.
N#CC1=C2SCC(O)(c3ccccc3)N2C(=O)CC1c1cccs1 (configuration not stated) was read as S2 tox inactive, CCT chaperon mod -2.9, HepG2 tox -25%, Nrf2 activator 8.0%, TGFb inhibitor 1%, Akt phos inh inactive, A549 tox -12% and MmCpn inh -8%.
`CC(=O)c1cnc2cc(-c3ccc(C)cc3)nn2c1C` gave S2 tox inactive, CCT chaperon mod -3.4, HepG2 tox -2%, Nrf2 block inconclusive, Nrf2 activator 4.0%, TGFb inhibitor -2%, Akt phos inh inactive, A549 tox -12% and MmCpn inh -3%.
Screening COC(=O)Cn1c(=NC(=O)CSC(C)=O)sc2ccccc21 returned S2 tox inactive, CCT chaperon mod -2.7, HepG2 tox 2%, Nrf2 block -12%, Nrf2 activator -2.0%, TGFb inhibitor 28%, Akt phos inh inactive, A549 tox 6% and MmCpn inh 1%.
`COc1cc(-c2cc(C(=O)Nc3ccc(O)cc3)c3ccccc3n2)cc(OC)c1OC` gave S2 tox inactive, CCT chaperon mod -2.0, HepG2 tox -19%, Nrf2 block -7%, Nrf2 activator 0.6%, TGFb inhibitor 10%, Akt phos inh inactive, A549 tox -2% and MmCpn inh -5%.
CCn1c(=O)n(CC(=O)N2CC(C)CC(C)C2)c(=O)c2ccccc21 (configuration not stated) was read as S2 tox inactive, CCT chaperon mod -0.4, HepG2 tox -17%, Nrf2 block inconclusive, Nrf2 activator -0.8%, TGFb inhibitor 6%, Akt phos inh inactive, A549 tox 8% and MmCpn inh 0%.
Screening COC(=O)COC(=O)c1ccc(O)cc1 returned S2 tox inactive, CCT chaperon mod -2.9, HepG2 tox -1%, Nrf2 block 0%, Nrf2 activator -0.4%, TGFb inhibitor 11%, Akt phos inh inactive, A549 tox -3% and MmCpn inh 1%.
Screening Cc1ccc(NC(=O)C2CC(=O)OC23CCOC(C)(C)C3)cc1 (configuration not stated) returned S2 tox inactive, CCT chaperon mod -1.8, HepG2 tox 1%, Nrf2 block 8%, Nrf2 activator -0.4%, TGFb inhibitor 6%, Akt phos inh inactive, A549 tox -4% and MmCpn inh -1%.
For Nc1nc(N2CCN(Cc3ccccc3)CC2)n[nH]1 the results were S2 tox inactive, CCT chaperon mod 1.3, HepG2 tox -9%, Nrf2 block 1%, Nrf2 activator 1.6%, TGFb inhibitor -4%, Akt phos inh inactive, A549 tox 4% and MmCpn inh 0%.
For CC(=O)/C(=N/Nc1ccc(Br)cc1)Sc1cccc2cccnc12 the results were S2 tox inconclusive, CCT chaperon mod -0.2, HepG2 tox -36%, Nrf2 block 6%, Nrf2 activator 0.0%, TGFb inhibitor inconclusive, Akt phos inh inactive, A549 tox 19% and MmCpn inh -2%.
Screening CCCNC(=O)C1(C)CCCN(C(=O)/C=C/c2ccccc2)C1 (configuration not stated) returned S2 tox inactive, CCT chaperon mod -0.4, HepG2 tox -17%, Nrf2 activator -0.3%[9.22 µM], TGFb inhibitor -2% and Akt phos inh inactive.
Screening CCCCn1c(NCc2ccccn2)nc2ccccc21 returned S2 tox inactive, CCT chaperon mod -0.9, HepG2 tox 0%, Nrf2 activator -0.7%, TGFb inhibitor 6%, A549 tox -2% and MmCpn inh 0%.

Reprinted from the part before: two compounds, then new ones.
Screening CCCNC(=O)C1(C)CCCN(C(=O)/C=C/c2ccccc2)C1 (configuration not stated) returned S2 tox inactive, CCT chaperon mod -0.4, HepG2 tox -17%, Nrf2 activator -0.3%[9.22 µM], TGFb inhibitor -2% and Akt phos inh inactive.
Screening CCCCn1c(NCc2ccccn2)nc2ccccc21 returned S2 tox inactive, CCT chaperon mod -0.9, HepG2 tox 0%, Nrf2 activator -0.7%, TGFb inhibitor 6%, A549 tox -2% and MmCpn inh 0%.
Cc1ccc(CNC(=O)C2CCN(S(=O)(=O)c3c(C)noc3/C=C/c3c(C)cc(C)cc3C)CC2)cc1 was read as HepG2 tox -2%, Nrf2 activator -0.1%, TGFb inhibitor -1% and A549 tox 0%.
`CCN1CCN(c2ccc(S(=O)(=O)N3CCCCC3)cc2NC(=O)/C=C/c2ccc(OC)c(OC)c2)CC1` gave S2 tox inconclusive, CCT chaperon mod -1.2, HepG2 tox -19%, Nrf2 block -4%, Nrf2 activator 0.1%, TGFb inhibitor 0%, Akt phos inh inactive, A549 tox -2% and MmCpn inh 1%.
For COc1cccc(C(=O)Cn2c(=O)n(CCC(=O)NCC3CCCO3)c(=O)c3cc(OC)c(OC)cc32)c1 (configuration not stated) the results were S2 tox inactive, CCT chaperon mod -2.7, HepG2 tox -11%, Nrf2 block -4%, Nrf2 activator 0.9%, TGFb inhibitor 3%, Akt phos inh inactive, A549 tox 0% and MmCpn inh -1%.
`COCCn1c(C)cc(C(=O)COC(=O)c2ccc[nH]c2=O)c1C` gave S2 tox inactive, CCT chaperon mod -1.1, HepG2 tox -1%, Nrf2 block -5%, Nrf2 activator -1.0%, TGFb inhibitor 0%, Akt phos inh inactive, A549 tox 5% and MmCpn inh 0%.
Screening CC(C)c1ccc(NC(=S)NN2CCN(C)CC2)cc1 returned S2 tox inactive, CCT chaperon mod 1.9, HepG2 tox -1%, Nrf2 block -29%, Nrf2 activator 3.4%, TGFb inhibitor -18%, Akt phos inh inactive, A549 tox -4% and MmCpn inh 0%.
CC1CCCCN1C(=O)CCS(=O)(=O)c1cc2c(cc1Cl)NC(=O)CO2 (configuration not stated) was read as S2 tox inactive, CCT chaperon mod 0.4, HepG2 tox 2%&-25%, Nrf2 block inconclusive, Nrf2 activator -0.9%&-0.9%, TGFb inhibitor -2%&9%, Akt phos inh inactive, A549 tox 4%&2% and MmCpn inh 2%.
CCOC(=O)NNc1ccc2nonc2c1[N+](=O)[O-] was read as S2 tox inactive, CCT chaperon mod 0.2, HepG2 tox -86%, Nrf2 block -1%, Nrf2 activator -2.7%, TGFb inhibitor inconclusive, Akt phos inh inactive, A549 tox -6% and MmCpn inh -2%.
For Cc1cc(C)c2[nH]c(=O)c(C(c3nnnn3C(C)(C)C)N3CCN(C(=O)c4ccco4)CC3)cc2c1 (configuration not stated) the results were S2 tox inactive, CCT chaperon mod 0.5, HepG2 tox -19%, Nrf2 block -16%, Nrf2 activator 2.3%, TGFb inhibitor -3%, Akt phos inh inactive, A549 tox -10% and MmCpn inh 0%.
For O=C(COc1cnc2ccccc2n1)NCCC1=CCCCC1 the results were S2 tox inactive, CCT chaperon mod -1.2, HepG2 tox 0%, Nrf2 block -1%, Nrf2 activator 0.4%, TGFb inhibitor 0%, Akt phos inh inactive, A549 tox 6% and MmCpn inh -13%.
NC(=S)Nc1ccc(F)cc1F was read as S2 tox inconclusive, CCT chaperon mod 3.1, HepG2 tox -4%, Nrf2 block 2%, Nrf2 activator -0.4%, TGFb inhibitor 14%, Akt phos inh inactive, A549 tox 0% and MmCpn inh 0%.
For O=C(NCc1ccc2c(c1)OCO2)c1ccc(CN2CCOCC2)cc1 the results were S2 tox inactive, CCT chaperon mod -4.4, HepG2 tox -70%, Nrf2 block -6%, Nrf2 activator 0.3%, TGFb inhibitor -3%, Akt phos inh inactive, A549 tox 8% and MmCpn inh -5%.
CCOC(=O)c1cnn2c(C(F)(F)F)cc(-c3ccco3)nc12 was read as S2 tox inactive, CCT chaperon mod -2.5, HepG2 tox -12%, Nrf2 activator inconclusive, TGFb inhibitor 9%, Akt phos inh inactive, A549 tox 6% and MmCpn inh -7%.
`COc1ccc(CC(=O)NCC(c2ccc(OC)cc2)N(C)C)cc1` (configuration not stated) gave S2 tox inactive, CCT chaperon mod -1.5, HepG2 tox -22%, Nrf2 block 11%, Nrf2 activator -1.0%, TGFb inhibitor -5%, Akt phos inh inactive, A549 tox -4% and MmCpn inh inconclusive.
Cc1cccc(NC(=O)c2sc3cccc(Cl)c3c2Cl)c1 was read as HepG2 tox -5%, Nrf2 block inconclusive, Nrf2 activator 9.7%, TGFb inhibitor -6% and A549 tox inconclusive.
Cc1cc(-c2ccc(C(=O)O)s2)cnc1N was read as S2 tox inconclusive, CCT chaperon mod 0.5, HepG2 tox 11%, Nrf2 block 21%, Nrf2 activator 0.1%, TGFb inhibitor 15%, Akt phos inh inactive, A549 tox -5% and MmCpn inh -8%.
O=C(NC(Cc1ccccc1)C(=O)N1CCN(c2ccccc2O)CC1)c1ccccc1 (configuration not stated) was read as S2 tox inconclusive, CCT chaperon mod 0.5, HepG2 tox -4%, Nrf2 block inconclusive, Nrf2 activator 0.4%, TGFb inhibitor 4%, Akt phos inh inactive, A549 tox -4% and MmCpn inh 0%.
